GDH-TPI counter: GDH-TPI coupling enzyme inhibitors, primary screen, artefact control for M. tuberculosis FBA inhibitor project, biochemical, absorbance, full deck. GDH-TPI coupled enzyme counterscreen, NADH absorbance. inhibition, % at 4.8 µM. hit rate 1.2% among 360,000. AID 588335, 2011; in the data active = inhibition above about 30%;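 also: 0% = DMSO wells and 100% = wells lacking the enzyme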
FadD28 binding: inhibitors of FadD28 bisubstrate probe binding, primary screen, biochemical, fluorescence polarization, single point; inhibition, % at 12.5 µM; Mycobacterium tuberculosis FadD28 fatty-acid-AMP ligase; hit rate 0.22% among 360,000; in the data active = inhibition above about 8.5%, passing the limit was not always enough; inconclusive = no clear call, values can overlap the other calls
BoNT A protease: BoNT/A light chain protease inhibitors, primary screen, biochemical, flow cytometry, MLPCN library; inhibition, % at 10 µM; Botulinum neurotoxin type A light chain protease (Clostridium botulinum A str. ATCC 3502); multiplex microsphere protease substrate cleavage; hit rate 0.17% among 360,000; AID 588499, 2011; also: plate controls were buffer without enzyme for full effect and enzyme alone for no effect
Anthrax LF inh2: Bacillus anthracis LF protease inhibitors, primary screen, biochemical, multiplex microsphere, MLPCN library. multiplex microsphere protease cleavage assay. Lethal factor (Bacillus anthracis), P15917. inhibition, % at 10 µM. hit rate 0.12% among 360,000; also: plate controls were buffer without enzyme for full effect and enzyme alone for no effect
Target sequence (P15917 whole entry, looked up): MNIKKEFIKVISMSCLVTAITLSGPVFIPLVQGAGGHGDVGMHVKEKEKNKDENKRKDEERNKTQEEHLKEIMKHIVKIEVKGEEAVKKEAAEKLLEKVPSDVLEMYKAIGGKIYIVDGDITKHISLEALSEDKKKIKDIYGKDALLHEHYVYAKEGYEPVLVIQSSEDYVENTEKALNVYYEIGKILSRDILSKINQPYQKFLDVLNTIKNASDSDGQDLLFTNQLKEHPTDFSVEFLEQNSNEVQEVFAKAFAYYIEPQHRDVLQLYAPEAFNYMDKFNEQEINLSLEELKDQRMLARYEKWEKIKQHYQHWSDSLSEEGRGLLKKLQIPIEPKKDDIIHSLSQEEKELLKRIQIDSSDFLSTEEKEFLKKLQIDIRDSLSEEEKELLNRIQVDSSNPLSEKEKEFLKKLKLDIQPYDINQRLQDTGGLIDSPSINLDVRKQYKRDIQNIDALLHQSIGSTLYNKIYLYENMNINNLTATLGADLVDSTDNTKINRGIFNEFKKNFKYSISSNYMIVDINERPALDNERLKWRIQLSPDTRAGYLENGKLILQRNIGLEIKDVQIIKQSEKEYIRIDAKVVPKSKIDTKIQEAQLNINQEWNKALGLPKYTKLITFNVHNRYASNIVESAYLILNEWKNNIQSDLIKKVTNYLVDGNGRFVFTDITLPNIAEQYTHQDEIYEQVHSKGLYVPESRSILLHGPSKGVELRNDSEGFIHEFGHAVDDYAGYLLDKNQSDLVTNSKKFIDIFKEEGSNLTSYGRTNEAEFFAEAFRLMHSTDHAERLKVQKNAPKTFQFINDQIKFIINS
BioA inh: M. tuberculosis BioA enzyme inhibitors, primary screen, biochemical, plate reader, single point, HTS; hit rate 0.096% among 360,000; inhibition, % at 9.99 µM; 7,8-diaminopelargonic acid synthase BioA (Mycobacterium tuberculosis); purified M. tuberculosis BioA enzyme; in the data active = inhibition above about 40%; inconclusive = no clear call, values can overlap the other calls
BoNT F protease: BoNT/F light chain protease inhibitors, primary screen, biochemical, flow cytometry, MLPCN library | Botulinum neurotoxin type F light chain protease (Clostridium botulinum) | Multiplex microsphere protease cleavage assay | inhibition, % at 10 µM | hit rate 0.22% among 360,000 | AID 588497, 2011; in the data active = inhibition above about 35%, passing the limit was not always enough; inconclusive = no clear call, values can overlap the other calls; also: plate controls were buffer without enzyme for full effect and enzyme alone for no effect
Mtb FBA inh: Mtb FBA enzyme inhibitors, primary screen, biochemical, fluorescence, strain H37Rv; Fructose-bisphosphate aldolase (Mycobacterium tuberculosis (strain ATCC 25618 / H37Rv)), …; purified M. tuberculosis FBA, fluorescence read-out; inhibition, % at 1 µM; hit rate 2.3% among 360,000; AID 588726, 2011; in the data active = inhibition above about 27%;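 also: 0% = vehicle and 100% = reference inhibitor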
PfHsp40 rescue: rescue of yeast from PfHsp40 toxicity, primary screen, S. cerevisiae, ATP luminescence; S. cerevisiae expressing PfHsp40, growth rescue; growth rescue, % at 12.5 µM; hit rate 0.68% among 340,000; in the data active = growth rescue above about 28%, passing the limit was not always enough; inconclusive = no clear call, values can overlap the other calls;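 also: yeast W303a lacking pdr1 and pdr3 grown in galactose medium; growth measured after three days at 30 °C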
UGM FP inh: M. tuberculosis UGM enzyme inhibitors, primary screen, biochemical, fluorescence polarization, single point | UDP-galactopyranose mutase (Mycobacterium tuberculosis (strain ATCC 25618 / H37Rv)), … | inhibition, % at 10 µM | AID 504406, 2011 | hit rate 0.06% among 320,000 | purified UGM, fluorescence polarization probe displacement; in the data active = inhibition above about 10%, passing the limit was not always enough; inconclusive = no clear call, values can overlap the other calls
Starred values were filed as active, the others as inactive; ? = inconclusive; / = no result given; + = active, no number; & = joins results of further samples. Rule as the data show it, unless noted: active = inhibition above about 30%; inconclusive = no clear call, values can overlap the other calls; inactive = below that.

nr | molecule | GDH-TPI counter | FadD28 binding | BoNT A protease | Anthrax LF inh2 | BioA inh
1 | COc1ccc(S(=O)(=O)N2CCOCC2)cc1C(=O)NC1CCCCC1 | 7 | -0.3 | -3.9 | -7 | 0.2
2 | CC(C)c1ccc(N(C(=O)c2csnn2)C(C(=O)NC2CCCC2)c2ccncc2)cc1 (configuration not stated) | 7 | 1.4 | 2.0 | -1 | 5.8
3 | CCC(=O)Nc1nnc(-c2ccccn2)o1 | 8 | -0.6 | -0.3 | -5 | /
4 | O=C(NCCc1ccccc1F)C1CCC(=O)N(Cc2ccc(Cl)cc2)C1 (configuration not stated) | 9 | -3.4 | -0.5 | -2 | 0.4
5 | COc1ccc(C(=O)CSC(=S)N2CCCCC2)cc1 | / | -4.8 | -0.5 | -7 | /
6 | O=C(/C=C/c1ccccc1)NC(=S)NNC(=O)c1cccnc1 | 15 | 0.0 | -0.7 | 9 | 11
7 | Cc1nc(NCCc2ccc(Cl)cc2)c2nnn(Cc3ccccc3)c2n1 | -2 | -6.6 | -4.9 | -3 | -1.8
8 | Cc1ccc(-c2c(C#N)c(N)nc3c2CCCCC3)o1 | 24 | -0.1 | -0.3 | -2 | -0.9
9 | CCOc1ccc2nc(NC3=NC(C)(C)C=C(C)N3)nc(C)c2c1 | -3 | -0.5 | 1.3 | -6 | -3.1
10 | N=C1C(c2ccccc2)=C(O)C2CCc3ccccc3N12 (configuration not stated) | 1 | -4.7 | 1.0 | -5 | 24
11 | COc1cc(CC(=O)N2CCc3ccccc32)cc(OC)c1OC | 3 | 0.5 | 1.2 | 0 | -3.7
12 | Cc1cc(Cl)ccc1OC(C)C(=O)NCCCCc1ccccc1 (configuration not stated) | 7 | -3.4 | -0.8 | -3 | -1.2

nr | BoNT F protease | Mtb FBA inh | PfHsp40 rescue | UGM FP inh
1 | -8 | -2 | -1.6 | 1.2
2 | 2 | 0 | 0.8 | 0.3
3 | -5 | 26 | -1.7 | 0.3
4 | 7 | 3 | -0.7 | 2.5
5 | -6 | -1 | / | /
6 | -23 | 2 | 1.9 | -1.2
7 | -2 | 1 | 0.4 | 0.6
8 | -7 | 12 | -0.3 | -3.5
9 | -19 | 9 | 0.4 | -3.4
10 | 6 | 1 | 0.3 | -0.3
11 | 1 | -2 | 1.0 | -1.2
12 | -6 | 2 | 1.0 | 0.4

New compounds follow
nr | molecule | GDH-TPI counter | FadD28 binding | BoNT A protease | Anthrax LF inh2 | BioA inh
13 | CN(C(=O)CN1C(=O)S/C(=C\c2cccc(Cl)c2)C1=O)C1CCS(=O)(=O)C1 (configuration not stated) | 18 | -2.9 | 1.6 | -4 | -0.8
14 | CN1OC[C@@H]2CN3C(=O)N(c4cccc5ccccc45)c4ccccc4[C@@H]3C[C@@H]21 | / | -1.6 | 0.2 | -2 | -0.3
15 | COc1cccc(C(=O)N2CCN(Cc3nc(-c4ccoc4)oc3C)CC2)c1 | 2 | 0.2 | 0.4 | -2 | 0.3
16 | COc1ccc(-c2csc3ncnc(Cl)c23)cc1 | 1 | -3.5 | 0.0 | 2 | 0.3
17 | CCCn1c(=N)c(S(=O)(=O)c2ccc(F)cc2)cc2c(=O)n3ccccc3nc21 | 5 | -1.7 | 4.1 | -1 | -0.9
18 | CS(=O)(=O)c1cccc(NC(=O)CSc2nnc3n2CCCCC3)c1 | 0 | 0.0 | 1.8 | 5 | /
19 | Cc1ccc(NC(=O)COC(=O)c2ccnn2C)cc1 | 9 | -1.7 | -0.3 | -2 | /
20 | COC(=O)N/N=C(\CCC(=O)O)c1cccs1 | -10 | -1.4 | 0.9 | -3 | 0.4
21 | COc1ccc(NC(=S)Nc2ccccc2)cn1 | -3 | -1.6 | 0.0 | 1 | /
22 | CN(c1ccccc1)c1nc(N)c([N+](=O)[O-])c(Nc2cccc(F)c2)n1 | 8 | -3.5 | -0.1 | 3 | -1.3
23 | COC(=O)[C@H](Cc1ccccc1)NC(=O)NCC1CCCO1 (some centres not stated) | 11 | 0.6 | 0.8 | -2 | 1.2
24 | C[C@H](CO)N1C[C@H](C)[C@@H](CN(C)S(C)(=O)=O)Oc2c(NC(=O)C3CC3)cccc2C1=O | 1 | -2.2 | -0.2 | 5 | 0.0&-0.4

nr | BoNT F protease | Mtb FBA inh | PfHsp40 rescue | UGM FP inh
13 | -1 | -1 | 0.0 | 2.4
14 | 2 | 0 | / | /
15 | -2 | 1 | / | /
16 | -2 | 3 | 2.0 | -1.0
17 | 1 | 23 | -0.1 | -0.7
18 | -2 | 3 | 0.3 | -0.7
19 | -12 | 0 | 0.2 | -1.2
20 | -5 | -1 | 0.5 | -1.1
21 | 2 | 3 | 0.3 | 1.2
22 | 7 | 1 | -0.8 | -0.7
23 | 2 | 2 | 0.6 | 0.8
24 | 6 | 0 | -1.0 | -0.7

Three structures out of the list, arranged by length of the SMILES, descending:
nr | molecule | GDH-TPI counter | FadD28 binding | BoNT A protease | Anthrax LF inh2 | BioA inh
22 | CN(c1ccccc1)c1nc(N)c([N+](=O)[O-])c(Nc2cccc(F)c2)n1 | 8 | -3.5 | -0.1 | 3 | -1.3
9 | CCOc1ccc2nc(NC3=NC(C)(C)C=C(C)N3)nc(C)c2c1 | -3 | -0.5 | 1.3 | -6 | -3.1
12 | Cc1cc(Cl)ccc1OC(C)C(=O)NCCCCc1ccccc1 (configuration not stated) | 7 | -3.4 | -0.8 | -3 | -1.2

nr | BoNT F protease | Mtb FBA inh | PfHsp40 rescue | UGM FP inh
22 | 7 | 1 | -0.8 | -0.7
9 | -19 | 9 | 0.4 | -3.4
12 | -6 | 2 | 1.0 | 0.4

The listing continues.
nr | molecule | GDH-TPI counter | FadD28 binding | BoNT A protease | Anthrax LF inh2 | BioA inh
25 | CCOc1ccc(S(=O)(=O)Nc2ccc(OC)nc2)cc1 | -2 | 0.5 | 0.4 | -1 | -4.6
26 | CC(=NCc1cccnc1)c1c(O)n(C2CCCCC2)c(=O)[nH]c1=O | 8 | 0.3 | ? | -2 | 1.2
27 | O=C(c1cc(-c2ccccc2)on1)N1CCc2ccccc2C1 | 0 | -4.3 | -0.5 | -4 | /
28 | O=C1CCCc2[nH]nc(-c3cccnc3)c21 | -13 | -3.8 | 18 | -13 | -0.3
29 | Cc1ccc(C)c(NC(=O)Cn2c([N+](=O)[O-])cnc2C)c1 | 0 | -2.2 | 0.5 | 4 | /
30 | COC(=O)[C@@]1(Cc2ccc(OC)cc2)[C@H]2c3cc(C(=O)N4CCCC4)n(CCn4cc([N+](=O)[O-])nc4C)c3C[C@H]2CN1C(=O)c1ccccc1 | -3 | 2.3 | 0.1 | -7 | -0.5
31 | COc1c2occc2cc2ccc(=O)oc12 | 19 | 0.6 | -1.2 | -11 | 5.1
32 | COC(=O)C1=C(O)C(C(=O)OC)C(c2ccc(C)cc2)C(C#N)(C#N)C1c1ccc(C)cc1 (configuration not stated) | -15 | -4.6 | -8.8 | 1 | -0.7
33 | CCOC(=O)C1=C(CS(=O)(=O)c2ccc(C)cc2)NC(=O)NC1c1cc(OC)c(OC)c(OC)c1 (configuration not stated) | -1 | -1.0 | 0.3 | 4 | 0.4
34 | COC(=O)Cc1cnc(NC(=O)C2C3CCC(C3)C2C(=O)O)s1 (configuration not stated) | -12 | 1.5 | -0.1 | 2 | -0.5
35 | O=C(OCc1ccccc1)N1CCC2CC1c1c(Cl)cccc12 (configuration not stated) | 11 | -1.4 | -0.3 | 7 | 1.8
36 | CC1(C)Cc2c(sc3ncn(N)c(=N)c23)CO1 | 14 | 0.3 | 0.2 | -6 | 0.1

nr | BoNT F protease | Mtb FBA inh | PfHsp40 rescue | UGM FP inh
25 | 14 | 6 | 0.1 | 2.8
26 | -1 | 0 | -0.2 | 1.2
27 | -3 | 4 | 2.2 | 3.0
28 | 21 | 1 | 0.7 | 0.0
29 | 2 | 0 | 0.7 | 2.0
30 | -4 | 0 | 3.2 | 2.0
31 | -14 | 1 | 0.2 | -1.8
32 | -12 | 1 | 1.9 | -2.4
33 | 5 | 2 | -1.6 | 3.7
34 | -14 | 6 | 1.7 | -1.5
35 | -3 | 2 | 32* | /
36 | -4 | 0 | -1.6 | -0.8

(list continues)
nr | molecule | GDH-TPI counter | FadD28 binding | BoNT A protease | Anthrax LF inh2 | BioA inh
37 | O=C(CN1C(=O)C2C3C=CC(C4CC34)C2C1=O)Nc1cnc2ccccc2c1 (configuration not stated) | 9 | -0.5 | 0.4 | -1 | /
38 | NC(=O)CN1CCOCCOCCN(CC(N)=O)CCOCCOCC1 | 3 | 0.3 | 0.6 | -2 | 0.2
39 | Cc1cccc(NC(=O)C2CCCN2C(=O)NC2CCCCC2)c1 (configuration not stated) | 1 | -2.0 | 0.1 | -2 | /
40 | CCCn1nc(NC(=O)C2CCCO2)c2cc3cccc(C)c3nc21 (configuration not stated) | 15 | -3.3 | 0.0 | 2 | -1.2
41 | O=C(C(Cl)Cl)N1CC2CCC(CC2)C1 | 7 | -0.5 | -0.1 | -1 | -1.4
42 | O=C(c1ccc(N2CCCC2=O)cc1)N1CCN(c2ccc(C(F)(F)F)cc2[N+](=O)[O-])CC1 | -8 | -2.6 | 0.0 | -6 | -0.1
43 | Cc1ccc(SCC(=O)NNC(=O)CCS(=O)(=O)c2ccc(C)cc2)cc1 | -1 | 0.1 | -0.9 | -4 | -0.7
44 | O=C(N/N=C/c1ccncc1)c1cnccn1 | 4 | -1.4 | 5.1 | 10 | /
45 | Fc1ccc(-n2c(=S)[nH]c3cccnc32)cc1 | -3 | -2.2 | -1.0 | -3 | -0.6
46 | COc1ccc(CC(=O)Nc2nnc(-c3cccc([N+](=O)[O-])c3)s2)cc1 | -1 | -0.1 | -0.3 | -2 | -0.7
47 | CN(C)S(=O)(=O)c1cccc(NC(=O)c2ccccc2SCC(=O)N2CCCC2)c1 | -12 | -2.5 | -0.2 | 4 | 0.5
48 | COc1ccc(NC(=O)CN2CCN(c3ccccn3)CC2)cc1Cl | -3 | -3.1 | -1.0 | 17 | 1.5

nr | BoNT F protease | Mtb FBA inh | PfHsp40 rescue | UGM FP inh
37 | 3 | -1 | -0.8 | -2.1
38 | 1 | 2 | -1.4 | 0.4
39 | -1 | -3 | -0.8 | 2.1
40 | -13 | 37* | 1.2 | -0.3
41 | 0 | -1 | -0.2 | /
42 | -7 | 0 | / | /
43 | 3 | -2 | -2.1 | 2.5
44 | ? | 6 | -0.8 | -0.9
45 | -7 | -1 | -0.5 | 1.7
46 | 10 | 5 | 0.4 | -0.1
47 | 5 | -1 | / | /
48 | -12 | + | 2.2 | 1.8

(next part)
nr | molecule | GDH-TPI counter | FadD28 binding | BoNT A protease | Anthrax LF inh2 | BioA inh
49 | COc1cc(OC)nc(NC(=O)CSc2nnc(-c3ccccc3)n2C2CCCCC2)n1 | 21 | 0.5 | -0.1 | -6 | -0.3
50 | CCOc1cc(C2C3=C(CCCC3=O)NC3=C2C(=O)CCC3)cc(Cl)c1O | 6 | -4.3 | -0.3 | 6 | 0.3
51 | CCOc1ccc(OCCC(=O)N(CC)CC(=O)Nc2ccccc2C(F)(F)F)cc1 | -2 | -3.0 | 0.4 | 5 | 2.3
52 | O=C(NCCCO)/C(=C/c1ccc(-c2cccc([N+](=O)[O-])c2)o1)NC(=O)c1ccccc1 | 28 | 0.1 | -0.5 | 3 | 1.7

nr | BoNT F protease | Mtb FBA inh | PfHsp40 rescue | UGM FP inh
49 | -10 | 2 | 0.8 | -0.8
50 | -4 | 1 | -0.4 | -2.1
51 | 0 | 2 | 11 | 0.4
52 | -4 | 0 | -0.1 | -0.8

Source: PubChem BioAssay
